Compound activity as filed in PubChem.
PABP1 MLLE inh: blocks PAM2 peptide binding to the PABP1 MLLE domain; P11940; GST-MLLE / FITC-PAM2 fluorescence polarization; inhibition, % at 20 µM; 0.36% of 360,000 active; in the data active means inhibition above about 35%, passing the limit was not always enough;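 further: plate controls were DMSO wells with GST-MLLE for no effect and wells lacking GST-MLLE protein for full effect; some results filed as inactive read as strong as hits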
CSN deneddyl inh: CSN deneddylation inhibition | Q92905 | Purified CSN, SCF-Nedd8-OG deneddylation, fluorescence polarization | inhibition, % at 12.5 µM | 0.38% of 360,000 active | AID 651999;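 active means pattern-corrected inhibition above about 35%, with an unprinted fluorescence ratio check between 0.5 and 1.5, limit read from the data, passing the limit was not always enough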;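 further: 0% = enzyme with substrate and 100% = substrate without enzyme; some results filed as inactive read as strong as hits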
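Detection – fluorescence polarization · System – HEK293T-derived human Csn5 enzyme · Controls – substrate-only high control, full reaction low control · Timing – 90 min, room temperature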
LMPTP block: LMPTP (human) inhibition | P24666 | recombinant LMPTP-A, OMFP fluorogenic substrate, fluorescence intensity | inhibition, % at 20 µM | 0.22% of 360,000 active | AID 651560;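 active means compounds that cut the enzyme signal by at least half of the control window in the single-dose screen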;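 further: plate controls were DMSO wells with enzyme plus substrate for no effect and substrate without enzyme for full effect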
Target sequence (P24666 whole entry, looked up): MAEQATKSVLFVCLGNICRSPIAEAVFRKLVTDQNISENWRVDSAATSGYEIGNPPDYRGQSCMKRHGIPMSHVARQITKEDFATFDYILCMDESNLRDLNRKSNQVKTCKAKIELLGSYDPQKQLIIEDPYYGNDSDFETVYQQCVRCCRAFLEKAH
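Buffer or medium: Bis-Tris pH 6.0, DTT, detergent; Assay system: LMPTP-A enzyme; Quantity: 0.625 nM enzyme; Detection: endpoint fluorescence intensity; Times: 50 min dark incubation at room temperature; Controls: substrate-only low control, DMSO enzyme-plus-substrate high control; Doses: single 20 µM dose; Read-out: percent inhibition versus substrate-only and uninhibited controls; Reagent: 400 µM OMFP.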
Rpn11 block: Rpn11 (human) deubiquitinase inhibition | human 26S proteasome, Ub4-pepOG fluorescence polarization; 20S core pre-blocked with epoxomicin | calls only at 20 µM | 0.59% of 360,000 active | AID 588493;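 active means inhibition at 20 µM, scaled to each plate's controls, above about 33%, limit read from the data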
SUMO1-SIM PPI: alters human SUMO1 binding to SIM partners; P63165; SUMO1 binding to a labelled peptide, TR-FRET, 1 h; inhibition, % at 20 µM; 0.33% of 360,000 active; AID 602429; in the data active means inhibition above about 37%
Target sequence (P63165 whole entry, looked up): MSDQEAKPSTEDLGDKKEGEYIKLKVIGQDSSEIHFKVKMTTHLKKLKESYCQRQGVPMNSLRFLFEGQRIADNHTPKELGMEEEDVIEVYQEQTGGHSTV
Tb MetRS inh: blocks T. brucei methionyl-tRNA synthetase activity | purified T. brucei MetRS, ATP depletion, Kinase-Glo luminescence | inhibition, % at 11.9 µM | 0.4% of 360,000 active | AID 624268;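 active means inhibition above a per-plate cutoff of the control wells' mean inhibition plus 3 SD, cut at about 5.5% in these data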;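 further: 0% = DMSO wells median and 100% = median of wells with control inhibitor compound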
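assay system = parasite MetRS enzyme | timing = 15 min preincubation, 2 h reaction, all 25 °C | evaluation = percent inhibition relative to median high and low control wells | medium = HEPES buffer containing pyrophosphatase, BSA, spermine, DTT | compound = single dose, 11.9 µM final nominal, 0.9% final DMSO | detection = Kinase-Glo luminescence, ATP depletion format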
DNMT1 inh: inhibitors of human DNMT1 | P26358 | DNMT1 molecular beacon, Hinp1I cleavage, fluorescence | 0.83% of 360,000 active | inhibition (reported as % activation of signal), % at 10 µM; in the data active means inhibition above about 50%
Scp-1 inhibitor: Scp-1 (human) phosphatase inhibition. Q9GZU7. Recombinant Scp1, phosphopeptide, malachite green phosphate absorbance. inhibition, % at 20 µM. 0.88% of 340,000 active;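 active means inhibition above about 50% at 20 µM, limit read from the data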;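 further: plate controls were DMSO wells with enzyme for no effect and wells lacking enzyme for full effect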
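Material – SCP-1 phosphatase catalytic domain, residues 76-261 · Buffer or medium – Acidic Tris acetate buffer with magnesium and detergent · Also added – Phospho 17-mer peptide substrate · Compound – single 20 µM dose, 1% DMSO · Times – 45 min room-temperature reaction, 5 min colour, 30 min stabiliser · Technique – Phosphate-binding colour reagent, absorbance read at 630 nm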
NadD block: blocks S. aureus nicotinate mononucleotide adenylyltransferase | purified NadD enzyme, colorimetric absorbance read-out | inhibition, % at 20 µM | 0.78% of 360,000 active; in the data active means inhibition above about 26%; further: some compounds past the cut are filed as inactive
STEP inh: STEP (human) phosphatase inhibition. inhibition, % at 20 µM. P54829. recombinant STEP, OMFP fluorogenic substrate, fluorescence. 0.25% of 360,000 active. AID 588621;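 active means inhibition at 20 µM, scaled per plate between control wells, above about 37%, limit read from the data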;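 further: 0% = DMSO with enzyme and substrate and 100% = substrate only without enzyme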
Target sequence (P54829 whole entry, looked up): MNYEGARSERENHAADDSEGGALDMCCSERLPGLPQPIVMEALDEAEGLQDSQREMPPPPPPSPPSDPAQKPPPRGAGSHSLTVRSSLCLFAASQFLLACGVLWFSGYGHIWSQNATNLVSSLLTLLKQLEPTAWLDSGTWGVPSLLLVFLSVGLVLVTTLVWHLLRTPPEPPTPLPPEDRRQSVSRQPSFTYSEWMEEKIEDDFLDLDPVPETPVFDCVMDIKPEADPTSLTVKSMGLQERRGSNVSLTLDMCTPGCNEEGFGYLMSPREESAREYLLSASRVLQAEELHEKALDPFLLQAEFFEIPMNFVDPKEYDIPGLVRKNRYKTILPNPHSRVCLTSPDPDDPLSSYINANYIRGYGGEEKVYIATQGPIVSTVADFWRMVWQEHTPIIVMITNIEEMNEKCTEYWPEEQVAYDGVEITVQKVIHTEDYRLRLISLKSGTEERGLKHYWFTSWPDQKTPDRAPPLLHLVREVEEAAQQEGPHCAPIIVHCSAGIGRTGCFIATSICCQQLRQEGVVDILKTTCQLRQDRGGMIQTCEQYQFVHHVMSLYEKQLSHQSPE
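System: STEP phosphatase, cell-free reaction; Buffer or medium: Bis-Tris pH 6.0 buffer with DTT, detergent; Incubation: 20 min at room temperature, dark; Measured by: fluorescence, 480/540 nm.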
* marks the source's active call; other numbers are inactive results; i = inactive; · = no result given.

Results follow in this order: PABP1 MLLE inh	CSN deneddyl inh	LMPTP block	Rpn11 block	SUMO1-SIM PPI	Tb MetRS inh	DNMT1 inh	Scp-1 inhibitor	NadD block	STEP inh
COc1cc(NC(=O)CN2C(=O)C(=O)N(C3CCCC3)C2=O)cc(OC)c1
    -7.0	1.0	2.2	i	0.4	-0.6	-7.1	-2.8	-3.2	-0.7
CCN(C(=O)CN1C(=O)COc2ccc(S(=O)(=O)N3CCCCCC3)cc21)c1cccc(C)c1
    0.2	6.3	3.6	i	3.0	-0.5	-1.6	-8.5	3.1	0.7
N#CC(c1nc2ccccc2nc1N1CCCC1)S(=O)(=O)c1ccccc1 (stereo not drawn)
    23.0	11.2	0.4	i	21.2	1.6	-27.0	-1.1	3.4	-4.5
Cc1ccc(-c2ccc(/C=N/NC(=S)Nc3ccccc3)o2)cc1[N+](=O)[O-]
    38.5*	0.4	3.9	i	-7.6	-0.4	-12.2	-4.3	26.6	0.9
COc1cc(C(=O)NCCCn2ccnc2)cc(OC)c1OC
    -4.6	-1.7	-2.9	i	2.1	-0.6	0.6	-2.8	-2.7	-1.7
CN1CCN(C(c2cccc(C(F)(F)F)c2)c2nnnn2C(C)(C)C)CC1 (stereo not drawn)
    10.2	1.1	-3.7	i	-5.0	-0.5	2.9	-4.0	1.5	0.8
O=C(Nc1cccc2ncccc12)c1ccccc1Cl
    -109.0	2.4	-1.2	i	-4.2	0.0	1.2	98.2*	8.9	-3.2
N#Cc1cnn(-c2ccccc2)c1NC(=O)c1ccccc1F
    1.8	3.5	-1.3	i	2.2	-0.3	3.0	-2.2	-2.9	0.6
COc1cccc(C(=O)COC(=O)c2ccc(NC(=O)c3ccccc3)cc2)c1
    1.6	-4.9	0.3	i	0.4	0.3	13.8	-4.9	-1.5	1.2
CCCCCn1c(=O)[nH]c2cc(C(=O)N3CCN(CC)CC3)ccc2c1=O
    -2.6	0.8	-2.1	i	-0.5	1.2	0.5	-4.8	-3.3	2.9
COc1ccc(C(=O)/C=C/Nc2cc(C)on2)cc1
    1.7	-5.2	-0.4	i	15.8	0.5	-3.8	-7.2	3.2	-3.0
Cc1cc(Oc2ccccc2)nc(N)n1
    8.2	-0.7	0.4	i	1.2	-0.9	0.9	-8.4	-1.2	22.2
Cc1noc(C)c1-c1nc(CSc2ccc(Cl)cc2)no1
    5.7	-4.0	1.6	i	1.7	-0.2	-0.2	-14.2	-8.8	2.8
CC(C)OC(=O)CSc1nnc(-c2ccc(O)cc2)n1Cc1ccccc1
    -15.9	8.9	0.9	i	-1.3	-0.5	2.5	5.2	-2.1	-2.7
CCC(C)NC(=O)c1ccccc1NC(=O)COc1ccc(OC)cc1 (stereo not drawn)
    -14.9	3.9	0.0	i	2.3	-0.1	-0.8	3.3	-4.8	1.8
CCCN(CCC)C(=O)Cn1c(=O)n(CCCCCC(=O)Nc2ccccc2)c(=O)c2sccc21
    3.1	-0.5	-0.6	i	0.9	0.0	-0.4	-5.3	2.6	0.6
Cc1ccc(C(=O)N2CCC3(CC2)Oc2ccc(F)cc2C(=O)C32CC(c3cccnc3)=NO2)s1 (stereo not drawn)
    1.3	-1.5	-0.1	i	-0.6	-0.1	2.2	-1.3	11.4	2.8
CC(=O)c1cc(NC(=O)c2ccc(C)cc2)c(=O)oc1/C=C/N(C)C
    -128.2	60.5*	3.7	·	-29.0	0.5	2.2	1.1	2.9	-0.2
CCCNC(=O)C1(C)CCCN(Cc2ccc(-n3ccnc3)cc2)C1 (stereo not drawn)
    -5.0	0.0	0.2	i	-4.8	-0.2	4.0	·	-1.4	-1.0
O=C(Nc1ccccc1)N1CCN(c2ccccc2)CC1
    -2.2	2.9	0.1	i	0.1	-0.4	-4.6	2.6	-5.2	0.8

Later entries
Results follow in this order: PABP1 MLLE inh	CSN deneddyl inh	LMPTP block	Rpn11 block	SUMO1-SIM PPI	Tb MetRS inh	DNMT1 inh	Scp-1 inhibitor	NadD block	STEP inh
COc1ccccc1CC(=O)NNC(=O)c1cccs1
    1.9	5.3	-0.2	i	3.4	1.5	-0.3	4.2	-0.5	-2.0
COc1ccc(NC(=O)C2COc3ccccc3O2)cc1S(=O)(=O)N1CCOCC1 (stereo not drawn)
    2.6	0.4	-0.4	i	-3.7	0.1	8.9	0.4	-7.4	3.4
COc1ccc(CCNC(=O)CC(=O)N/N=C\c2ccc(OCC(N)=O)cc2)cc1OC
    17.1	2.3	0.8	i	-1.0	-0.3	2.2	·	0.1	-0.6
Cc1ccc(-n2nc(C)c(NC(=O)CCl)c2C)cc1C
    3.5	2.6	-2.0	i	2.8	0.7	5.6	-11.1	2.2	1.2
CCOC(=O)CC1CCCCN1C(=O)c1cc(COc2cccc3cnccc23)on1 (stereo not drawn)
    1.7	-0.8	-0.3	i	-13.8	0.4	-0.4	-6.8	1.6	1.2
COc1ccc(F)cc1S(=O)(=O)NCC(=O)NCc1cc(=O)n(C)c(=O)n1C
    -1.6	0.4	-0.7	i	0.4	-0.4	4.5	-0.9	2.1	-1.7
CCOc1ccc(C(=S)NC2CCCCC2)cc1OCC
    31.4	2.6	0.8	i	2.7	-1.0	20.0	6.0	-10.2	14.5
O=C(Cc1ccc(S(=O)(=O)N2CCOCC2)s1)Nc1ccc2c(c1)CCC2
    -8.5	-0.3	1.3	i	-0.3	1.9	-4.3	0.2	-0.3	-2.3
COc1ccc(S(=O)(=O)NCC2CCCN(Cc3ccc(OC)cc3F)C2)cc1 (stereo not drawn)
    7.8	43.9	-0.2	i	1.9	0.2	-0.2	0.6	-10.6	-1.4
CCC(C)NC(=S)Nc1ccc(C(=O)OC)cc1 (stereo not drawn)
    10.6	-1.5	0.5	i	-2.8	-0.6	-2.9	-3.1	3.4	1.4
CC(C)Cc1cc(C(=O)O)n[nH]1
    -7.1	-0.8	0.5	i	-0.4	-0.5	2.7	-15.4	-2.7	-3.4
CCn1c(CNc2nc(-c3ccccc3)cs2)nnc1SCC(=O)NCc1ccccc1
    -2.3	1.9	-0.2	i	-1.9	0.2	-6.8	0.6	-2.0	3.9
CN(C)S(=O)(=O)N1CCN(c2ccc([N+](=O)[O-])c(NC3CC3)c2)CC1
    7.2	10.5	1.9	i	-31.0	0.2	-2.1	10.3	-0.9	-1.2
CN(C)c1ccc(/C=N/NC(=O)c2ccc3nc[nH]c3c2)cc1
    -11.6	-1.6	-2.0	i	-17.0	0.3	-0.7	-9.5	-1.9	3.4
Cc1nc(CNC(=O)c2cc(COc3ccc(F)cc3Cl)on2)cs1
    6.8	-2.6	-2.0	i	4.2	-0.3	2.4	-4.0	-2.2	0.0
Cc1nc2ccc(NC(=O)N(C)c3ccccc3)cc2s1
    3.5	2.6	-0.3	i	-0.5	-1.1	4.5	-8.0	-0.4	-3.9
COc1ccc(/C=N/NC(=O)c2ccn[nH]2)cc1COc1ccc(F)cc1
    -9.0	3.0	0.1	i	-10.9	-1.5	-4.7	-11.3	9.9	-2.1
COc1ccc(F)cc1COc1nc(C)nc2ccccc12
    11.4	-0.8	-0.1	i	-1.3	0.0	1.2	14.4	-3.7	-1.3
CCc1nc2ccc(C(=O)NCc3ccc4c(c3)OCO4)cn2c1N(C)C(=O)Cc1ccccc1
    1.1	-0.8	-6.5	i	0.8	0.2	2.3	·	4.0	-3.3
COc1ccccc1S(=O)(=O)N1CCn2cccc2C1C (stereo not drawn)
    15.9	-7.5	-0.1	i	-4.4	-0.4	-0.2	-4.2	-4.9	1.4

Gathered by group: the entries above with fluorine (eight)
Results follow in this order: PABP1 MLLE inh	CSN deneddyl inh	LMPTP block	Rpn11 block	SUMO1-SIM PPI	Tb MetRS inh	DNMT1 inh	Scp-1 inhibitor	NadD block	STEP inh
CN1CCN(C(c2cccc(C(F)(F)F)c2)c2nnnn2C(C)(C)C)CC1 (stereo not drawn)
    10.2	1.1	-3.7	i	-5.0	-0.5	2.9	-4.0	1.5	0.8
N#Cc1cnn(-c2ccccc2)c1NC(=O)c1ccccc1F
    1.8	3.5	-1.3	i	2.2	-0.3	3.0	-2.2	-2.9	0.6
Cc1ccc(C(=O)N2CCC3(CC2)Oc2ccc(F)cc2C(=O)C32CC(c3cccnc3)=NO2)s1 (stereo not drawn)
    1.3	-1.5	-0.1	i	-0.6	-0.1	2.2	-1.3	11.4	2.8
COc1ccc(F)cc1S(=O)(=O)NCC(=O)NCc1cc(=O)n(C)c(=O)n1C
    -1.6	0.4	-0.7	i	0.4	-0.4	4.5	-0.9	2.1	-1.7
COc1ccc(S(=O)(=O)NCC2CCCN(Cc3ccc(OC)cc3F)C2)cc1 (stereo not drawn)
    7.8	43.9	-0.2	i	1.9	0.2	-0.2	0.6	-10.6	-1.4
Cc1nc(CNC(=O)c2cc(COc3ccc(F)cc3Cl)on2)cs1
    6.8	-2.6	-2.0	i	4.2	-0.3	2.4	-4.0	-2.2	0.0
COc1ccc(/C=N/NC(=O)c2ccn[nH]2)cc1COc1ccc(F)cc1
    -9.0	3.0	0.1	i	-10.9	-1.5	-4.7	-11.3	9.9	-2.1
COc1ccc(F)cc1COc1nc(C)nc2ccccc12
    11.4	-0.8	-0.1	i	-1.3	0.0	1.2	14.4	-3.7	-1.3
